# PRMT1 inh: PRMT1 (human) inhibition, primary screen | Q99873 | recombinant PRMT1, activity-based probe fluorescence polarization | inhibition, % at 2.79 µM | 1.3% of 370,000 active;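 active means inhibition above about 21% made by adding two undisclosed values, limit read from the data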
# GC-A act: GC-A (human) enzyme activation; 0.14% of 370,000 active; activation, % at 10 µM; AID 1671463; P16066; HEK293 GC-A cells, cGMP TR-FRET, EC30 ANP; 0% at EC30 ANP, 100% saturating ANP; in the data active means activation above about 40%
# Target sequence (P16066 whole entry, looked up): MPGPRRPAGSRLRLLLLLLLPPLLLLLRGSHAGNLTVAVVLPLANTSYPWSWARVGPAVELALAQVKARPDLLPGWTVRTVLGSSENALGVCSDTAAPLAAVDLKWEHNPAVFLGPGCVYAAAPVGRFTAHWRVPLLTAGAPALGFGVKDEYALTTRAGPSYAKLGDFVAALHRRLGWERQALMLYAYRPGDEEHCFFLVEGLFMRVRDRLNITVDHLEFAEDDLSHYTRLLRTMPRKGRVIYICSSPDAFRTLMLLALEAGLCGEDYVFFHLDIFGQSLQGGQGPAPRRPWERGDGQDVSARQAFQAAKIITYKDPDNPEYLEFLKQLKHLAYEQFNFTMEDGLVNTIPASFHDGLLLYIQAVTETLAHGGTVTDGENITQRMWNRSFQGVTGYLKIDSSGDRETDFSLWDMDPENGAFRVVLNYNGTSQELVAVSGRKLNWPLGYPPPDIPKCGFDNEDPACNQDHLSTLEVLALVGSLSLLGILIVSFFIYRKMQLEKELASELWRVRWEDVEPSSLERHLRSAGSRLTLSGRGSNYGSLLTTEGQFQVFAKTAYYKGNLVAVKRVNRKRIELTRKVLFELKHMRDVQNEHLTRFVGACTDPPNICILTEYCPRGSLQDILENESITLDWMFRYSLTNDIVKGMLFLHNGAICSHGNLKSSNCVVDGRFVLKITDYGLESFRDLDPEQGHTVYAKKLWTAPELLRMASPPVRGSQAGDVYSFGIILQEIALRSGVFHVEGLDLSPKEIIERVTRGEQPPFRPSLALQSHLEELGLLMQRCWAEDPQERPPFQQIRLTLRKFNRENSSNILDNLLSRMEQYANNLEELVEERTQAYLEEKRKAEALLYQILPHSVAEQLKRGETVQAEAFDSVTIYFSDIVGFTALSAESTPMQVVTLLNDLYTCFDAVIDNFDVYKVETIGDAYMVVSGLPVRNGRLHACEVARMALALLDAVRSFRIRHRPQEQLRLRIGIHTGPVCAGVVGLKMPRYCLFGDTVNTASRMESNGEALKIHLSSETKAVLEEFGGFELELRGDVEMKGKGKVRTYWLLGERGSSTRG
# ABHD4 inh: ABHD4 (mouse) inhibition, primary FP screen | Q8VD66 | purified mABHD4, FP-Rh probe fluorescence polarization | inhibition, % at 8.92 µM | 0.54% of 370,000 active | AID 720543;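 active means inhibition exceeding the mean over every tested compound plus 3 SD, cut at about 30% in these data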;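 further: 0% = plate median of compound wells and 100% = S159A mutant with DMSO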
#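 Assay system: mouse ABHD4 enzyme, wild type / Also added: fluorescent activity-based probe FP-Rh / Doses: single nominal dose of 8.92 µM, 0.89% DMSO final / Timing: 45 min compound pre-incubation plus 60 min probe step, 25 °C / Signal: FP readout, ex 525 nm / em 598 nm / Control set: S159A mutant/DMSO as 100%, compound-well median as 0%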
# SIAE primary: inhibitors of human sialic acid acetylesterase SIAE. SIAE FP-Rh probe binding, fluorescence polarization. inhibition, % at 9.66 µM. 0.69% of 370,000 active;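 active means inhibition above a cutoff: mean of compounds within the control limits plus 3 SD of those, cut at about 17% in these data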;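 further: 0% = plate median of compound wells and 100% = probe without SIAE protein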
# TCR-CD3 inh: human TCR-CD3 binding inhibition. TAMRA-labeled TCR probe fluorescence, biochemical. inhibition, % at 9.4 µM. 0.37% of 360,000 active; in the data active means inhibition above about 19%;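 further: recombinant mutant TCR 2C K166C tagged with TAMRA read by polarization; 0% = receptor in buffer alone and 100% = receptor with positive control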
# rCAG RNA binder: molecules binding r(CAG) RNA repeats; inhibition, % at 3 µM; r(CAG) RNA repeat, TO-PRO-1 dye displacement fluorescence; AID 651821; 1.3% of 370,000 active;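 active means inhibition above the plate cutoff, the mean of all test compounds on that plate plus 3 SD, cut at about 35% in these data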;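 further: 0% = DMSO alone and 100% = 100 µM mitoxantrone as full dye displacement; higher means more dye released from RNA so lower well fluorescence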
# UHRF1 MBD2 ctr: UHRF1 methyl-DNA binding inhibition | Q96T88 | UHRF1 binding to methylated oligo, TR-FRET | inhibition, % at 4.4 µM | 0.75% of 370,000 active | AID 687016; in the data active means inhibition above about 21%;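 further: UHRF1 SRA domain binding a hemimethylated CpG hairpin DNA probe; 0% = median of test compound wells and 100% = reference inhibitor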
# NPR2 activator: GC-B (human) receptor activation; activation, % at 10 µM; HEK293-GC-B cells, CNP EC30, cGMP TR-FRET; 0% at EC30 CNP, 100% saturating CNP; 0.11% of 370,000 active;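 active means activation at 10 µM reaching about 35% in either raw or pattern-adjusted values, limit read from the data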
# HTRA1 inhibitor: HTRA1 (human) protease inhibition; recombinant HTRA1, FP-rhodamine activity-based probe, fluorescence polarization; inhibition, % at 5.96 µM; 0.5% of 340,000 active; AID 504803; in the data active means inhibition above about 36%;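 further: 0% = enzyme with DMSO and 100% = wells lacking enzyme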
# MBD2 DNA inh: inhibitors of human MBD2 binding to methylated oligonucleotide; Q9UBB5; inhibition, % at 4.4 µM; 0.31% of 370,000 active; TR-FRET; in the data active means inhibition above about 13%
# * marks the source's active call; other numbers are inactive results; . = not tested or not shown.
SMILES,PRMT1 inh,GC-A act,ABHD4 inh,SIAE primary,TCR-CD3 inh,rCAG RNA binder,UHRF1 MBD2 ctr,NPR2 activator,HTRA1 inhibitor,MBD2 DNA inh
O=C(CSc1nnc(COc2ccccc2Cl)o1)Nc1ccccc1,2,4,2,3,-2,-1,13,0,-5,7
Cc1ccc(NS(=O)(=O)c2cccc(C(=O)O)c2)cc1S(=O)(=O)N1CCCCC1,-1,-2,9,0,-2,15,-5,-1,0,2
CCOC(=O)c1ccc(-c2c(-c3ccc(OC)cc3)oc(=O)c3cc(OC)c(OC)cc23)cc1F,-1,1,7,-7,5,1,3,-1,1,1
COC(=O)Nc1sc2c(c1C(=O)NC1CC1)CCCCCC2,7,-3,6,4,4,-1,-1,3,8,2
C/C(=N\NC(=O)C(O)(c1ccccc1)c1ccccc1)c1ccc(NC(=O)CCCC(=O)O)cc1,0,0,-4,9,4,3,-4,3,-15,2
Cc1cc(NC(=O)C2CC2)ncc1NC(=O)c1ccccn1,2,-3,1,8,4,1,22*,-3,6,2
COC(=O)c1cc(S(=O)(=O)Nc2cccc(C)c2C)cn1C,1,3,2,2,-3,1,-1,5,-8,2
C[C@@H](O)C#Cc1ccc2c(c1)O[C@H](CN(C)C(=O)Nc1ccccc1)[C@@H](C)CN([C@@H](C)CO)S2(=O)=O,3,-1,6,-1,6,4,-2,7,5,-2
CCN(CC)CCN1C(=O)c2oc3ccccc3c(=O)c2C1c1cccc(Br)c1 (stereo not given),3,-3,-1,-2,2,-1,4,-4,-1,2
COc1cccc(CC(=O)N2CCN(S(=O)(=O)c3ccc(Br)cc3)CC2)c1,-5,-10,-3,-5,1,-3,-1,-13,-10,-5
Cc1cc(C)c2c(N)c(C(=O)c3ccc(Cl)cc3Cl)sc2n1,-2,-3,-8,-2,0,1,-1,12,5,1
COc1ccc(-c2ccc3c(N)c(C(=O)c4ccc(OC)c(OC)c4)sc3n2)cc1,0,3,-2,-2,0,14,-3,-6,-11,-2
CCC(O)C1CCN(C(=O)c2cc(COc3ccc4ncccc4c3)on2)CC1 (stereo not given),-2,-4,-1,3,-9,-3,3,-5,.,-1
C(=NOCc1ccccc1)c1ccccn1,-4,-1,-11,-4,11,0,0,2,-3,-8
CCCn1nnnc1SCC(=O)NC1CCCC1,1,4,0,1,-2,0,1,0,6,-1
CCCCOc1ccc(NC(=O)CN2CCN(C(=O)OCC)CC2)cc1,5,1,9,-4,-4,-10,-1,0,-2,-2
O=C(NCCCN1CCCC1)c1ccc2c(c1)N(Cc1ccccc1)CCS2,0,-1,3,12,-7,6,1,-7,0,-2
COc1cc(/C=N/NC(=O)C(=O)NCc2ccco2)cc(Cl)c1O,6,-6,6,8,1,0,1,-6,4,-1
Cc1cccc2cc(CNC3CCCC3)c(Cl)nc12,1,-3,-4,-4,-7,2,2,-8,3,4
CC(C)(C)n1nnnc1CN(Cc1ccc(F)cc1)Cc1ccco1,5,-6,-23,-1,-3,-3,1,-7,-11,5
Cn1c(SCCOc2ccccc2Cl)nnc1-c1ccncc1,0,-1,2,4,4,-4,0,-4,-13,-3
O=C(c1c(F)c(F)c(F)c(F)c1F)N1CCN(Cc2ccc3c(c2)OCO3)CC1,-1,5,-1,-7,3,-6,1,5,-4,0
COc1ccc(CNC(=O)COC(=O)c2ccc(Br)o2)cc1,2,-3,-1,-4,1,5,-1,-3,-1,-5
O=C(NC1C2CC3CC(C2)CC1C3)C1CC1 (stereo not given),-3,1,-2,4,6,0,2,8,2,4
COc1ccc(NCC(=O)Nc2ccccc2C#N)cc1Cl,7,-2,-2,-4,1,-1,-2,0,-2,-9
CCc1ccccc1NC(=S)N(CCc1ccncc1)C(C)C,0,0,-2,6,-1,1,0,3,8,-1
CC(=O)c1ccc(N2CCN(C(=O)Nc3ccc(C(C)C)cc3)CC2)cc1,-3,5,-2,-3,3,-6,2,-1,0,-6
Cc1nccn1-c1ccc(C=O)cc1,-1,-2,-1,-2,2,-2,2,-2,0,40*
Nc1cc(N)nc(SCC(=O)N2CCN(S(=O)(=O)c3ccccc3)CC2)n1,0,0,-11,-3,5,3,0,7,-2,-4
CN(CC(=O)Nc1cccc(F)c1)C(=O)CCCc1nc2ccccc2c(=O)[nH]1,2,1,-5,0,-7,0,3,-1,-5,2
CCc1ccccc1NC(=O)CN1CCC(NC(=O)COC)CC1,0,1,-3,7,-4,0,0,3,0,4
CCC1(C)Cc2ccccc2-c2nc[nH]c(=O)c21 (stereo not given),3,1,3,1,4,3,0,1,0,5
Brc1ccc2nc(C3CCCCC3)c(CC3CCCCC3)n2c1,4,-3,11,-1,4,7,4,4,.,4
Cc1cc(C)c(S(=O)(=O)Nc2ccc3[nH]c(=O)[nH]c3c2)c(C)c1,-1,-1,4,0,5,3,1,-6,2,-2
NC(=O)CCN(C1CCCCC1)S(=O)(=O)c1cccc2nsnc12,4,-4,5,4,13,-1,0,-3,8,-5
CC(=O)c1ccc(N(C)C)cc1,0,0,3,2,7,1,0,3,3,1
COc1ccc(C(c2nnnn2CS(=O)(=O)c2ccc(C)cc2)N2CCN(c3ncccn3)CC2)cc1 (stereo not given),1,-2,1,-2,0,1,-3,-1,6,-1
O=C(NCC(c1cccs1)N1CCOCC1)c1cn(-c2ccccc2)nc1-c1ccccc1 (stereo not given),3,-3,-11,2,-3,4,3,-3,-28,2
CCOC(=O)Cn1c(=O)oc2cc(S(=O)(=O)Nc3cccc(C)c3)ccc21,-5,0,-5,4,3,4,4,-2,1,3
CSCc1ccc(C(=O)NCc2ccc(C)cc2)cc1,-4,0,-2,3,2,-1,-6,7,-9,-3

# Quoted at random: 3 records from the list.
SMILES,PRMT1 inh,GC-A act,ABHD4 inh,SIAE primary,TCR-CD3 inh,rCAG RNA binder,UHRF1 MBD2 ctr,NPR2 activator,HTRA1 inhibitor,MBD2 DNA inh
O=C(NCC(c1cccs1)N1CCOCC1)c1cn(-c2ccccc2)nc1-c1ccccc1 (stereo not given),3,-3,-11,2,-3,4,3,-3,-28,2
CCC1(C)Cc2ccccc2-c2nc[nH]c(=O)c21 (stereo not given),3,1,3,1,4,3,0,1,0,5
CC(=O)c1ccc(N2CCN(C(=O)Nc3ccc(C(C)C)cc3)CC2)cc1,-3,5,-2,-3,3,-6,2,-1,0,-6

# Of the compounds above, two have a COOH group:
SMILES,PRMT1 inh,GC-A act,ABHD4 inh,SIAE primary,TCR-CD3 inh,rCAG RNA binder,UHRF1 MBD2 ctr,NPR2 activator,HTRA1 inhibitor,MBD2 DNA inh
Cc1ccc(NS(=O)(=O)c2cccc(C(=O)O)c2)cc1S(=O)(=O)N1CCCCC1,-1,-2,9,0,-2,15,-5,-1,0,2
C/C(=N\NC(=O)C(O)(c1ccccc1)c1ccccc1)c1ccc(NC(=O)CCCC(=O)O)cc1,0,0,-4,9,4,3,-4,3,-15,2

# Limited to rCAG RNA binder, PRMT1 inh and HTRA1 inhibitor, for some of the entries so far:
Compound	rCAG RNA binder	PRMT1 inh	HTRA1 inhibitor
Brc1ccc2nc(C3CCCCC3)c(CC3CCCCC3)n2c1	7	4	.
CSCc1ccc(C(=O)NCc2ccc(C)cc2)cc1	-1	-4	-9

# Assay outcomes deposited in PubChem by several laboratories.

# Only part of the results is shown; count on the stated rates, not on these rows.
